SMN2 splice enh: qHTS Assay for Enhancers of SMN2 Splice Variant Expression. HEK293 SMN2-luciferase splicing reporter, luminescence, 30-36 h. Potency, µM (top dose mostly 46.1 µM), for the others: at the top dose activity change, positive = activation, hits mostly activators. actives 2.8% (n = 210,000). AID 1458, 2008; note: % of control where 0% means no effect; nearly all actives have a fitted effect of over 55% in size
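qHTS luciferase splicing reporter: luminescence rises when SMN2 exon 7 is included in transfected HEK293 cells. Compound exposure lasted 30-36 h at 37C, with 4.5 mM final sodium butyrate as control, followed by a ONE-Glo read.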
RECQ1 inh: qHTS Assay for Inhibitors of RecQ-Like Dna Helicase 1 (RECQ1). ATP-dependent DNA helicase Q1 (Homo sapiens), P46063. RECQ1 DNA unwinding, red fluorescence kinetic read. Potency, µM (titrated, usually from 57.3 µM), for inactives: top-dose activity, negative = inhibition, usual class: inhibitors. actives 0.54% (n = 240,000);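 note: plate controls were vehicle for no effect and no enzyme for full effect; nearly all actives have a fitted effect of over 30% in size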
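RECQ1T1 50 nM; forked duplex (20 bp + 30-nt ss tails) 200 nM, ATP 2 mM final; pH 8.0, 2 mM MgCl2, 2.5 ug/ml poly(dI-dC); 15 min compound preincubation; discontinuous kinetic read over 2 h at RT.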
Epigenetic reg: Quantitative High-Throughput Screen for Regulators of Epigenetic Control; AID 1865, 2009; Potency, µM (highest dose often 53.9 µM), for the others: at the highest dose GFP activation, actives largely listed as activators; actives 0.2% (n = 280,000); murine LDR cells, GFP reporter derepression, 30 h; note: % of control where 0% means no effect; nearly all actives have a fitted effect of over 60% in size
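Reporter derepression read as number of fluorescent GFP-positive objects, 20-120 um in size, counted by laser-scanning cytometer. Mouse LDR line with an epigenetically silenced CMV-GFP locus; compound incubation 30 h, 37 C.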
GoLoco inh red: qHTS Assay for Inhibitors of RGS12 GoLoco Motif Activity (Red Fluorophore); Guanine nucleotide-binding protein G(i) subunit alpha-1 (Homo sapiens), P63096; Gai1:RGS12 GoLoco peptide FP, rhodamine, 10 min; Potency, µM (titrated, usually from 61.6 µM), without a hit: top-dose activity, negative = inhibition, hits mostly inhibitors; actives 0.44% (n = 230,000); active = well fitted inhibition curve with a large enough effect, not every such curve was filed as active; inactive = no such curve, though single readings can be large or run the other way; note: % is set by controls: 0 for no effect and ±100 for the full control effect; nearly all actives have a fitted effect of over 30% in size; many of its hits are not listed in these tables
Target sequence (P63096 whole entry, looked up): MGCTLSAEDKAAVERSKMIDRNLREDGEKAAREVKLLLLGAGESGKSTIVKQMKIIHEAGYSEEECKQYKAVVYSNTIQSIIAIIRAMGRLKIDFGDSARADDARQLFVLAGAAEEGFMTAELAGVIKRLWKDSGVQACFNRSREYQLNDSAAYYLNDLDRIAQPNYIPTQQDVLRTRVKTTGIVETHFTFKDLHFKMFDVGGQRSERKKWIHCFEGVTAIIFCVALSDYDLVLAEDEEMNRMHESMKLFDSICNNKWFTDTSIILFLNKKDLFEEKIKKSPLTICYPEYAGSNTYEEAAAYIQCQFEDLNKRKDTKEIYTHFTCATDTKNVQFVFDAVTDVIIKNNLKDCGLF
Luc counter: Counterscreen for Luciferase (Kinase-Glo TM) Inhibition | Kinase-Glo luciferase, ATP luminescence, 8 min | Potency, µM (highest dose often 38.3 µM), inactives show top-dose activity change, negative = inhibition, hits mostly inhibitors | actives 0.28% (n = 200,000) | AID 1379, 2008; note: % is set by controls: 0 for no effect and ±100 for the full control effect; nearly all actives have a fitted effect of over 60% in size
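Substrate mix (final 50 mM imidazole pH 7.2, 50 mM KCl, 7 mM MgCl2, 10 uM ATP, 0.01% Tween 20, 0.05% BSA) plus pin-tool compound, then Kinase-Glo detection mix; 8 min ambient, luminescence read.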
IMPase Li cell: qHTS Assay for Identifying the Cell-Membrane Permeable IMPase Inhibitors: Potentiation with Lithium; CHO-M1 cells, IP1 TR-FRET (IP-One), carbachol + lithium; Potency, µM (top dose mostly 59.4 µM), inactives show at the top dose activity, negative = IMPase inhibition, usual class: inhibitors; actives 0.35% (n = 210,000); AID 1457, 2008;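 note: IP1 builds up when IMPase is blocked and the TR-FRET signal falls; plate controls were basal vehicle for no effect and high inhibitor control for full effect; nearly all actives have a fitted effect of over 50% in size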
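Readout is a homogeneous TR-FRET IP1 immunoassay (Ex 320, Em 665 and 620), where raised cytosolic IP1 lowers signal. Cells were CHO-M1 treated 30 min at 37C with test compounds plus a little lithium; AC50 values came from Hill-equation fitting.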
NPSR antag: qHTS Assay for Antagonists of the Neuropeptide S Receptor: cAMP Signal Transduction; CHO-NPSR cells, cAMP TR-FRET, antagonist mode; Potency, µM (highest dose often 38.3 µM), for inactives: at the highest dose activity change, negative = inhibition, most hits filed as inhibitors; actives 1% (n = 220,000); AID 1461, 2008; note: % is set by controls: 0 for no effect and ±100 for the full control effect; nearly all actives have a fitted effect of over 50% in size; many of its hits are not listed in these tables
Target sequence (Q6W5P4 whole entry, looked up): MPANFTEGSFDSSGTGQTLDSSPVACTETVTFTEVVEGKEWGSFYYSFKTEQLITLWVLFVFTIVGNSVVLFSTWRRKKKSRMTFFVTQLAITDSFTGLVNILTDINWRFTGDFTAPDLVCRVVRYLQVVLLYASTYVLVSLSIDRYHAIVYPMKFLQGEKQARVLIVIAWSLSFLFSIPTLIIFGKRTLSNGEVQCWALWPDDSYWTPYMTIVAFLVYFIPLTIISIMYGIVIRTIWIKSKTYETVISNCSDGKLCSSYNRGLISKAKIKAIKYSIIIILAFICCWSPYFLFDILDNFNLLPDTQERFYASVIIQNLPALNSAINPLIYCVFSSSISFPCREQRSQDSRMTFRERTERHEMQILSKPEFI
KDM4E inh: qHTS Assay for Inhibitors of Human Jumonji Domain Containing 2E (JMJD2E); Lysine-specific demethylase 4E (Homo sapiens), B2RXH2; JMJD2E catalytic domain, FDH-coupled NADH fluorescence (FDH is formaldehyde dehydrogenase); Potency, µM (series often up to 57.1 µM), for inactives: top-dose activity change, negative = inhibition, usual class: inhibitors; actives 1.6% (n = 230,000); active = well fitted inhibition curve with a large enough effect, not every such curve was filed as active; inconclusive = small, poorly fitted or top-dose-only effect, or another doubt; inactive = no such curve, though single readings can be large or run the other way;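 note: 0% = wells with enzyme and -100% = buffer wells without enzyme; nearly all actives have a fitted effect of over 50% in size; many of its hits are not listed in these tables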
Target sequence (B2RXH2 1-337 limits assumed): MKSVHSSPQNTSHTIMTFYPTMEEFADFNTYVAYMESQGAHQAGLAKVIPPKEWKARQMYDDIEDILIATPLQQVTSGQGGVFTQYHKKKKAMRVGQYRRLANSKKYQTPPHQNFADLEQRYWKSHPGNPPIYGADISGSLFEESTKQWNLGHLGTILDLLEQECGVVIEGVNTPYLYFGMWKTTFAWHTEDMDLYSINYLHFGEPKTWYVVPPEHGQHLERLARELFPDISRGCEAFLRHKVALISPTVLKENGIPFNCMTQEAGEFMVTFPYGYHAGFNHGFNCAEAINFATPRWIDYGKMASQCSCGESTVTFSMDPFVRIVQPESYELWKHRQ
Starred values were filed as active, the others as inactive; i = inactive; ? = inconclusive; · = not tested or not shown; [ ] = dose if it differs, or a comment. Unless noted, calls come from the whole dose curve; as a rule, active = well fitted curve in the direction sought with a large enough effect; inconclusive = small, poorly fitted or top-dose-only effect, or another doubt; inactive = no such curve, though single readings can be large; an effect the other way counts as inactive or inconclusive. Potency is the fitted concentration of half-maximal effect. A portion of the library; rates above refer to the full screens.

SMILES	SMN2 splice enh	RECQ1 inh	Epigenetic reg	GoLoco inh red	Luc counter	IMPase Li cell	NPSR antag	KDM4E inh
O=C(N1CCOCC1)N1c2ccccc2CC(N2CCOCC2)c2ccccc21 (stereo not given)	9%	4%	0.3%	-47%	0%	24%[38.3 µM]	-18%[46.1 µM]	3%
COc1cccc(C(=O)CSc2nc3ccccc3n2CC(=O)N2CCOCC2)c1	2%	-4%	2.4%	4%	0%	-5%[38.3 µM]	-2%[46.1 µM]	-5%
Cc1cc(C)cc(OCc2nnc(SCC(=O)N3CCN(c4ccccc4)CC3)o2)c1	-56%[inhibitor]	2%	0.0%	-29%	-4%	31%[38.3 µM]	5%[46.1 µM]	1%
CCOC(=O)c1ccc(N2C(=O)CC(SCC(=O)Nc3ccc(S(N)(=O)=O)cc3)C2=O)cc1 (stereo not given)	13%	-8%	-0.9%	-1%	3%	-5%	21%	1%
CC(C)C(NC(=O)C12CC3CC(CC(C3)C1)C2)C(=O)N/N=C/C1=C(N2CCOCC2)C(=C\c2cccc([N+](=O)[O-])c2)/CC1 (stereo not given)	1%	-2%	-1.8%	-1%	3%	-2%	-18%	4%
Cc1ccc(S(=O)(=O)NC(C)(C)CSc2nncn2N)cc1	16%	i	-2.1%	-8%	2%	23%[38.3 µM]	3%[46.1 µM]	-5%
O=C(O)c1ccc(Cl)c(S(=O)(=O)NCc2cccnc2)c1	-4%	-1%	-0.1%	10%	0%	-1%	11%	-4%
N#Cc1nc(-c2ccco2)oc1NCc1ccccc1Cl	·	-4%	2.4%	2%	·	·	-26%	?
CC(C)(C)C1=C[C@@H](CO)C[C@@H](CO)C1	-5%	-10%	0.9%	19%	-6%	16%[38.3 µM]	-1%[46.1 µM]	2%
O=C(CC1C(=O)CCCC1=O)c1ccccc1	11%	3%	-0.1%	-16%	-2%	11%	8%	-27%
CCOC(=O)c1ccccc1NC(=O)CCNC(=O)Cn1cnc2ccccc2c1=O	1%	-17%	-2.1%	3%	-1%	7%[38.3 µM]	-8%[46.1 µM]	?
O=C(CS(=O)Cc1ccccc1Cl)Nc1ccccc1Cl (stereo not given)	12%	i	1.1%	-2%	-1%	3%	8%	5%
CCC(C)NC(=O)C(Sc1ccccc1)c1ccccc1 (stereo not given)	·	i	-5.6%	-7%	2%	7%	11%	?
COc1ccccc1-c1nnc(SCC(=O)NC2CCS(=O)(=O)C2)n1CCc1ccccc1 (stereo not given)	-33%[inhibitor]	-5%	0.0%	0%	14%	11%	12%	4%
Cc1ccccc1CSc1nnc(-c2cnccn2)n1C	·	-5%	6.2%	7%	·	·	7%	-9%
CCn1nnnc1NCc1ccc(N2CCCC2)cc1	-26%	-2%	-0.9%	10%	-5%	49%[activator][38.3 µM]	-22%[46.1 µM]	-2%
COc1cccc(NC(=S)NNC(=O)Cn2nc(C(F)F)cc2C(F)F)c1	9%	-7%	-0.9%	-3%	3%	-2%	6%	4%
C=CCc1cccc(Cl)c1OCCON1C(=O)CCC1=O	-5%	-7%	-2.5%	4%	-3%	11%[38.3 µM]	-3%[46.1 µM]	-1%
Cc1cc(NCCN2CCOCC2)n2ncc(-c3ccccc3)c2n1	14µM*	-12%	-0.7%	-4%	10%	-11%[38.3 µM]	-25%[46.1 µM]	?
Cc1cc(C)n(CC(O)Cn2c3ccc(Br)cc3c3cc(Br)ccc32)c(=O)n1 (stereo not given)	-16%	-10%	-3.3%	-12%	-3%	14%[38.3 µM]	?	-6%
O=C(c1ccc(Cl)c(Cl)c1)c1cc(-c2ccccn2)c(N2CCOCC2)s1	-13%	-3%	0.0%	6%	1%	10µM*	?	-1%
COc1ccc(/C=N/NC(=O)c2ccncc2)cc1CN1CCOCC1	·	10%	0.0%	-9%	·	·	4%	2%
Cc1cccc(NC(=O)CN2C(=S)NC(C)(C)CC2C)c1 (stereo not given)	-2%[1.84 µM]	-1%	-0.9%	10%	-3%	0%	11%	2%
CNC(=O)[C@H]1O[C@@H](n2cnc3c(NCc4cccc(I)c4)nc(Cl)nc32)[C@H](O)[C@@H]1O	-2%	2%	0.8%	4%	·	-2%	·	·
CN1CCN(c2nc3c(c(=O)n(C)c(=O)n3C)n2Cc2cccc3ccccc23)CC1	9%	-5%	0.0%	-1%	2%	42%[activator][38.3 µM]	15%[46.1 µM]	-3%

Shown as a hit in SMN2 splice enh, among the entries above:
molecule	SMN2 splice enh	RECQ1 inh	Epigenetic reg	GoLoco inh red	IMPase Li cell	NPSR antag	KDM4E inh
Cc1cc(NCCN2CCOCC2)n2ncc(-c3ccccc3)c2n1	14µM*	-12%	-0.7%	-4%	-11%[38.3 µM]	-25%[46.1 µM]	?

Next section.
SMILES	SMN2 splice enh	RECQ1 inh	Epigenetic reg	GoLoco inh red	Luc counter	IMPase Li cell	NPSR antag	KDM4E inh
O=C1CSC(c2ccc(Cl)cc2Cl)N1c1ccccn1 (stereo not given)	9%	-8%	-1.1%	5%	1%	7%	-2%	3%
Cc1nn(-c2ccccc2)c(Cl)c1/C=N/NC(=O)c1ccc(NS(=O)(=O)c2cccs2)cc1	13µM*	i	0.3%	2%	-2%	13%	-51%	?
O=C(CN1CCN(c2ccc([N+](=O)[O-])cc2Cl)CC1)N1CCOCC1	·	-15%	1.1%	2%	·	·	-20%	-8%
COC(=O)c1nnn(CC(=O)Nc2cc(Cl)ccc2C)c1C(=O)OC	-1%	-13%	-0.2%	11%	-3%	10%[38.3 µM]	-13%[46.1 µM]	1%
Cc1csc(NC(=O)c2ccc(C(=O)Nc3nc(C)cs3)cc2)n1	·	3%	2.0%	-6%	·	·	-11%	-1%
CC(c1ccccc1)N1CCn2c(nc3cc(NS(C)(=O)=O)ccc32)C1 (stereo not given)	-21%	i	0.1%	0%	0%	1%	6%	?
COc1ccc(N2CCN(C(=O)c3cccc(Cn4cc(Cl)cn4)c3)CC2)cc1	-16%	6%	-1.1%	4%	-3%	1%[38.3 µM]	-17%[46.1 µM]	-3%
C=CC1=C2C=C(C3CC3)N(C3CCCC3)C=C2C(=O)C(C)(OC(=O)c2ccco2)C1=O (stereo not given)	-3%[9.22 µM]	12%[11.5 µM]	·	2%[14.2 µM]	-1%[7.66 µM]	3%	·	-16%[11.4 µM]
COc1ccccc1CNS(=O)(=O)c1ccc(NC(C)=O)cc1	-26%	-13%	-7.9%	-8%	1%	20%[38.3 µM]	-10%[46.1 µM]	5%
COC(=O)CCCC1=CC2=CC(=O)C(C)(O)C(=O)C2=CO1 (stereo not given)	-9%	1%	-1.1%	3%	-5%	6%	·	-1%
CCOC(=O)C1CCCN(c2ncnc3c2oc2ccccc23)C1 (stereo not given)	3%	-6%	0.7%	-4%	-6%	20%[38.3 µM]	-18%[46.1 µM]	-15%
c1nc(N2CCCCCC2)c2[nH]cnc2n1	-24%	i	-0.8%	5%	3%	29%[38.3 µM]	1%[46.1 µM]	7%
CC1CCN(C(=O)Cn2c(=O)n(CCc3ccccc3)c(=O)c3ccccc32)CC1	?	-10%	-1.1%	-11%	4%	7%[38.3 µM]	-25%[46.1 µM]	5%
CCC(=O)Nc1ccc(C(=O)OCc2ccccc2Cl)cc1	-14%	-8%	-2.0%	7%	-1%	8%[38.3 µM]	-10%[46.1 µM]	4%
CCOC(=O)c1cnc2c(ccc3ccccc32)c1NCCO	-6%	i	-1.0%	9%	0%	20%	-18%[46.1 µM]	?
COCCN1C(=O)c2ccccc2C(C(=O)NCCCN2CCCC2)C1c1c[nH]c2ccccc12 (stereo not given)	-17%	-1%	-2.0%	-5%	1%	2%	0%[46.1 µM]	-7%
Cc1ccc(Nc2nc(-c3sc(NC(=O)c4ccccc4)nc3C)cs2)cc1	-6%	-12%	-2.9%	29%	-14%	3%[38.3 µM]	-1%[46.1 µM]	-6%
C/C(=C\C(=O)c1ccc(F)cc1)NCc1ccc2c(c1)OCO2	-31%[inhibitor]	i	-1.2%	-1%	-3%	-11%[38.3 µM]	-9%[46.1 µM]	-1%
Cc1cc(C)c(S(=O)(=O)N2CCN(C)CC2)c(C)c1	-8%	-14%	-2.8%	9%	-5%	-8%[38.3 µM]	?	3%
CCCCOCCCNC(=O)c1c(-c2ccccc2)noc1C	·	8%	0.0%	4%	-3%	25%[38.3 µM]	-18%[46.1 µM]	-4%
C(=N\Nc1nc(N2CCCC2)nc(N2CCCC2)n1)/c1cccnc1	-23%	i	1.9%	5%	1%	9%	7%	-11%
O=C(c1ccco1)N1CCN(S(=O)(=O)c2ccc3c(c2)CCN3C(=O)C2CCC2)CC1	-22%	-4%	0.0%	-3%	2%	1%	-5%[46.1 µM]	2%
COc1ccc(NC(=S)Nc2cc(C)ccn2)c(OC)c1	11µM*	-2%	-1.0%	5%	0%	5%	-11%[46.1 µM]	10%
CC(C)(C)CC(C)(C)NC(=S)Nc1ccc2nc(-c3ccccn3)c(-c3ccccn3)nc2c1	-17%	i	0.0%	13%	-3%	?	-30%[46.1 µM]	?
Cc1cc(=O)[nH]c(N=N/C(=N/Nc2ccccc2C)c2ccccc2)n1	-94%[inhibitor]	-17%	0.7%	-1%	?	33%[activator][38.3 µM]	-4%[46.1 µM]	-12%
CCCCN(C(=O)c1ccc(NC(=O)C(C)C)cc1)c1ccccc1	-12%	i	-2.8%	21%	1%	11%	-24%	-1%
O=C(NC(Cc1ccccc1)C(=O)O)/C(=C\c1ccco1)NC(=O)c1ccc(Br)cc1 (stereo not given)	5%	i	-1.2%	8%	-1%	-3%[38.3 µM]	-13%[46.1 µM]	1%
CCOC(=O)C1CCN(C(=O)c2ccccc2N(C)S(=O)(=O)c2ccccc2)CC1	6%	1%	-3.8%	-2%	0%	4%	9%	3%
COc1cc(C2c3sc(=O)[nH]c3SC3C(=O)N(c4ccc(C)cc4)C(=O)C32)ccc1O (stereo not given)	·	11%	-0.3%	2%	·	·	5%	-5%
